RXFP1 agonist = RXFP1 (human) receptor agonism | Q9HBX9 | HEK293T-RXFP1 cAMP TR-FRET, 30 min; response scale: percent of porcine relaxin response, buffer zero | Potency, µM (series often up to 57.5 µM), inactives show at the top dose activation, actives largely listed as activators | actives 0.3% (n = 370,000) | AID 2676; note: % is set by controls: 0 for no effect and ±100 for the full control effect; nearly all actives have a fitted effect of over 60% in size; many of its hits are not listed in these tables
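HEK293T cells stably expressing RXFP1 were pretreated with the PDE4 inhibitor Ro 20174, exposed to compounds for 30 min at 37C, lysed, and cAMP was read by TR-FRET. Data normalized to buffer (basal) and 29 nM porcine relaxin (100%).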
USP1-UAF1 inh = blocks the human USP1/UAF1 deubiquitinase complex; O94782; recombinant USP1/UAF1, Ub-Rhodamine cleavage fluorescence; Potency, µM (titrated, usually from 57.1 µM), for the others: at the highest dose activity change, negative = inhibition, hits mostly inhibitors; actives 0.23% (n = 390,000); AID 743255; note: % is set by controls: 0 for no effect and ±100 for the full control effect; nearly all actives have a fitted effect of over 60% in size; inactives centre near -12
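High-throughput fluorogenic screen: 1nM USP1/UAF1 complex, Ub-Rho substrate 150nM final, 50mM HEPES pH 7.8 with 0.5mM EDTA, 0.1 mg/ml BSA, 1mM TCEP and 0.01% Tween-20.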
rTrxR1 inhibitor = blocks rat thioredoxin reductase 1; O89049; recombinant rTrxR1, NADPH fluorescence consumption, selenite substrate; Potency, µM (top dose mostly 114 µM), inactives show at the highest dose activity change, negative = inhibition, usual class: inhibitors; actives 1% (n = 390,000); AID 588453; note: % is set by controls: 0 for no effect and ±100 for the full control effect; nearly all actives have a fitted effect of over 65% in size
Target sequence (O89049 whole entry, looked up): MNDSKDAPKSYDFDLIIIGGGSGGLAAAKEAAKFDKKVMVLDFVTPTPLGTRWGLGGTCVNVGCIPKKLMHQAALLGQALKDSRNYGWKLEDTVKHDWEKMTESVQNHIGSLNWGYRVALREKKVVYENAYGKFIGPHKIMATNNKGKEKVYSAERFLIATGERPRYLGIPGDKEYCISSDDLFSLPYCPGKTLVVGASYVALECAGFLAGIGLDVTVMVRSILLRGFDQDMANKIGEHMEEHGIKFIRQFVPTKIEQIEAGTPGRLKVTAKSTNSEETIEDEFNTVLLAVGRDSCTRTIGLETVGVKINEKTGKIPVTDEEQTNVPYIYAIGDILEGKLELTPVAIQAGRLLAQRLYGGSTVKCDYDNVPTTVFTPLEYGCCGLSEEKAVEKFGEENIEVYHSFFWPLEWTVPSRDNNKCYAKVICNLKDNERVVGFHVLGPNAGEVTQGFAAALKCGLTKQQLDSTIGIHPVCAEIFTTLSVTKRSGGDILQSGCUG
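Rat TrxR1 (90 nM in the dispensed reagent) was pre-reduced with 400 uM NADPH for 5 min at room temperature, then incubated with compound for 15 min. After 400 uM selenite was added, NADPH fluorescence (Ex 340/Em 450 nm) was followed for 8 min.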
ALOX12 inh = blocks human arachidonate 12S-lipoxygenase; P18054; purified 12hLO, xylenol orange hydroperoxide absorbance; Potency, µM (top dose mostly 108 µM), inactives show at the highest dose activity change, negative = inhibition, usual class: inhibitors; actives 1.1% (n = 580,000); note: % is set by controls: 0 for no effect and ±100 for the full control effect
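Purified human 12hLO at 150 nM in 25 mM Hepes, 0.01% Triton X-100, pH 7.0, preincubated 15 min at room temperature with compound. Reaction started with 40 uM arachidonic acid, 30 min at room temperature. Hydroperoxide measured by Fe-xylenol orange, 573/405 nm absorbance ratio.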
Vif-A3G inh = inhibitors of Vif-APOBEC3G interaction. Potency, µM (doses to about 46.1 µM), without a hit: at the highest dose activity, negative = active, actives largely listed as inhibitors. actives 0.076% (n = 410,000). HeLa A3G-eYFP + Vif (tagged APOBEC3G with the HIV-1 protein that degrades it), YFP fluorescence, overnight. AID 602310;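 note: % is set by controls: 0 for no effect and ±100 for the full control effect; nearly all actives have a fitted effect of over 60% in size; hits raise eYFP signal because A3G escapes Vif-driven loss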
Target sequence (Q9HC16 whole entry, looked up): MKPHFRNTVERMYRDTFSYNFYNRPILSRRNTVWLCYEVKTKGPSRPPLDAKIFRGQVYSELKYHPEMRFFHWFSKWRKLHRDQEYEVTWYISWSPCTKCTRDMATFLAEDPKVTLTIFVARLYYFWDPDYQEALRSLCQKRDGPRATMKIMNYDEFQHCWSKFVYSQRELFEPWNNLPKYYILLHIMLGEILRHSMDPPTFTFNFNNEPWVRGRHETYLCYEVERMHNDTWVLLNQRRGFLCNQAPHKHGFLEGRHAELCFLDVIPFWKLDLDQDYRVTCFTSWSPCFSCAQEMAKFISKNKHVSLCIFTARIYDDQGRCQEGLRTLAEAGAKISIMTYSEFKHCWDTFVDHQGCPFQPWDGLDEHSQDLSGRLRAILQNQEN
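Read-out is eYFP fluorescence (Ex 488/Em 500-530) from Vif-expressing HeLa A3G-eYFP cells; more signal means A3G escaped Vif-mediated degradation. Cells plated overnight, compound pinned in, incubated overnight at 37 deg C.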
Vif-A3F inh = blocks the Vif interaction with APOBEC3F; HeLa A3F-eYFP + Vif (tagged APOBEC3F with the HIV-1 protein that degrades it), YFP fluorescence increase; actives 0.2% (n = 390,000); Potency, µM (doses to about 46.1 µM), inactives show at the highest dose activity, negative = active; AID 602313; note: % of control where 0% means no effect; nearly all actives have a fitted effect of over 65% in size
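Fluorescence increase (Ex 488/Em 500-530) after overnight compound treatment at 37 deg C flags inhibition of Vif-driven A3F-eYFP loss in stable HeLa A3F-eYFP/Vif cells seeded overnight beforehand.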
RGS4 inh = inhibitors of human regulator of G protein signaling 4; P49798; Transcreener GDP fluorescence polarization, RGS4-accelerated GTP hydrolysis; Potency, µM (top dose mostly 114 µM), for the others: at the highest dose activity change, negative = inhibition, actives largely listed as inhibitors; actives 0.039% (n = 390,000); AID 504845; note: % is set by controls: 0 for no effect and ±100 for the full control effect; nearly all actives have a fitted effect of over 75% in size; some results filed as inactive show a strong effect at the top dose
Target sequence (P49798 whole entry, looked up): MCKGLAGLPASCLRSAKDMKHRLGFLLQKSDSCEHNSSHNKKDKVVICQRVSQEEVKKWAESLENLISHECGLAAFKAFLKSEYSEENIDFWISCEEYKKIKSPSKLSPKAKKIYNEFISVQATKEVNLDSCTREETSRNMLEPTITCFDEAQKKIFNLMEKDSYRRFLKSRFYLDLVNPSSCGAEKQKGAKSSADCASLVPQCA
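MLSMR compounds (23 nl, pin-transferred) preincubated 10 min at room temperature with a 500nM (2x) first reagent, then RGS4 at 900nM (2x) plus Transcreener GDP mix added; fluorescence polarization (620/688 nm) read before and after 90 min at 30 °C.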
TrxR1 substrate = is turned over as a substrate by rat TrxR1 | O89049 | purified TrxR1 substrate turnover, NADPH consumption readout | Potency, µM (series often up to 114 µM), without a hit: at the top dose activity change, negative = substrate turnover | actives 0.01% (n = 390,000) | AID 588456; note: % is set by controls: 0 for no effect and ±100 for the full control effect; nearly all actives have a fitted effect of over 50% in size
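Rat TrxR1, dispensed at 90 nM, was prereduced with 400 uM NADPH (final) for 5 min at ~22 deg C, then incubated with compound 15 min before 400 uM selenite. A first-read NADPH fluorescence drop versus no-compound background flagged substrates.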
mIDH1 inhibitor = inhibitors of human mutant IDH1 R132H; Potency, µM (titrated, usually from 76.6 µM), without a hit: top-dose activity change, negative = inhibition, usual class: inhibitors; IDH1-R132H enzyme, NADPH consumption, diaphorase/resazurin fluorescence; AID 602179; actives 0.093% (n = 390,000); note: % is set by controls: 0 for no effect and ±100 for the full control effect; nearly all actives have a fitted effect of over 65% in size
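IDH1-R132H (0.5 ug/mL) preincubated 30 min with compound, then NADPH (0.016 mM) and alpha-KG (2 mM) added; 80 min at RT, pH 7.5. Remaining NADPH coupled via diaphorase/resazurin to fluorescence (540/590 nm); concentration-response curves normalized to no-enzyme control.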
Starred values were filed as active, the others as inactive; ? = inconclusive; . = not tested or not shown; & = joins results of further samples; [ ] = another dose, or the depositor's remark. Calls come from the whole dose curve; as a rule, active = well fitted curve in the direction sought with a large enough effect; inconclusive = small, poorly fitted or top-dose-only effect, or another doubt; inactive = no such curve, though single readings can be large; an effect the other way counts as inactive or inconclusive. Potency is the fitted concentration of half-maximal effect.

Values run as follows: Vif-A3F inh	USP1-UAF1 inh	ALOX12 inh	Vif-A3G inh	TrxR1 substrate	mIDH1 inhibitor	RGS4 inh	RXFP1 agonist	rTrxR1 inhibitor
- COc1ccc(NC(=O)N(CCc2ccccc2)Cc2cc3c(C)cc(C)cc3[nH]c2=O)cc1
    3%	-17%	0%	0%	-8%	-1%	9%	-0.1%	-1%
- Cc1nc2ccccn2c1C(=O)/C=C/c1cccc([N+](=O)[O-])c1
    2%	-12%	0%	1%	6%	21%	-9%	18%	19%
- COc1ccc(N2CCN(C(=O)C(=O)c3c(C)n(C)c4ccccc34)CC2)cc1
    -10%	-9%	-11%	1%	3%[57.1 µM]	14%	4%	1.3%	3%[57.1 µM]
- Nc1ccc(Cc2nc3c(ccc4ccccc43)[nH]2)cc1
    -12%	?	17%	-10%	11%	4%	-4%	0.1%	17%
- CC(C)[C@H](NC(=O)C1(c2ccccc2)CCN(C(=O)OC(C)(C)C)CC1)C(=O)O
    -2%	-5%	0%	0%	3%[57.1 µM]	6%	28%	-0.6%	4%[57.1 µM]
- COc1ccc(NC(=O)c2cc(S(=O)(=O)N3CCCCC3)ccc2OC)cc1
    2%	-6%	-14%	0%	-7%	9%	-6%	-0.3%	-1%
- COc1cccc(OC)c1C(=O)Nc1sc2c(c1C(N)=O)CCCC2
    0%	-12%	?	-1%	1%[57.1 µM]	23%	-36%	.	11%
- CCn1cc([N+](=O)[O-])c(C(=O)Nc2cc(C)on2)n1
    -5%	-15%	-20%	-1%	-4%[57.1 µM]	4%	-3%	-0.1%	20%[57.1 µM]
- O=C(CN1CCOc2ccccc21)N1CCCC1
    3%	-19%	380%[activator]	0%	2%	-13%	-13%	0.4%	19%
- O=C(c1c(F)cccc1F)N1CCN(c2ccccc2F)CC1
    9%	-2%	?	1%	8%[57.1 µM]	0%	9%[11.4 µM]	-1.5%	17%
- O=C(CN1C(=O)C2CC=C(Cl)CC2C1=O)N1CCOCC1 (stereo not given)
    -8%	-15%	-14%	2%	4%	6%	-15%[11.4 µM]	-0.9%	13%
- CC(=O)N1c2ccccc2Sc2ccc3ccccc3c21
    -4%	-29%	9%	-6%	.	2%	.	.	.
- CCC(=O)N1CCN(c2ccc(NC(=O)COc3ccccc3Cl)cc2)CC1
    0%	-13%	5%	0%	1%	1%	-27%	-2.1%	10%
- CCOc1ccc(CCNC(=O)c2ccc(CNS(=O)(=O)c3ccccc3)cc2)cc1OCC
    2%	-22%	-5%	2%	8%	-9%	-6%	-0.5%	17%
- O=C(CSc1ccc(-c2ccc(F)cc2)nn1)N1CCCCC1
    1%	-8%	19%	5%	7%	5%	-7%	1.9%	31%
- CCCCN(C(=S)Nc1cccc(SC)c1)C1CCN(C(C)=O)CC1
    -1%	-14%	-18%	-6%	-6%	-10%	-14%	1.5%	6%
- COc1ccc(-c2ccc(CN3C(C)C(=O)N(Cc4cn(CC5CCCCC5)nn4)CCS3(=O)=O)cc2)cc1 (stereo not given)
    2%	-27%	-25%	1%	.	-6%	.	.	.
- Cn1c2c(c(=O)n(C)c1=O)C(C(F)(F)F)(C(F)(F)F)N=C(CCC1CCCCC1)N2
    -1%	-7%	3%	-6%	-7%[57.1 µM]	-19%	-13%	0.6%	-13%[57.1 µM]
- O=C(C1CCCN(S(=O)(=O)c2cccc3nsnc23)C1)N1CCN(c2ccccc2Cl)CC1 (stereo not given)
    -5%	-27%	?	3%	-4%	5%	-17%	2.9%	13%
- CN(C)C(=O)c1ccc(NC(=O)c2cccc(S(=O)(=O)N3CCN(Cc4ccccc4)CC3)c2)cc1
    4%	-20%	-20%	4%	-4%	0%	-6%	.	11%

Full records, looked up by structure:
CC(=O)N1c2ccccc2Sc2ccc3ccccc3c21 in the list: Vif-A3F inh = -4%; USP1-UAF1 inh = -29%; ALOX12 inh = 9%; Vif-A3G inh = -6%; TrxR1 substrate = .; mIDH1 inhibitor = 2%; RGS4 inh = .; RXFP1 agonist = .; rTrxR1 inhibitor = .
O=C(CN1CCOc2ccccc21)N1CCCC1 in the list: Vif-A3F inh = 3%; USP1-UAF1 inh = -19%; ALOX12 inh = 380%[activator]; Vif-A3G inh = 0%; TrxR1 substrate = 2%; mIDH1 inhibitor = -13%; RGS4 inh = -13%; RXFP1 agonist = 0.4%; rTrxR1 inhibitor = 19%

Continued:
Values run as follows: Vif-A3F inh	USP1-UAF1 inh	ALOX12 inh	Vif-A3G inh	TrxR1 substrate	mIDH1 inhibitor	RGS4 inh	RXFP1 agonist	rTrxR1 inhibitor
- CCOc1ccc(NC(=O)Cn2c(=O)c(CNc3ccc(CC)cc3)cc3cc4c(cc32)OCO4)cc1
    -1%	?	-21%	-4%	5%	-9%	7%	1.4%	21%
- CCn1c(SCC(=O)NC(=O)NCc2ccco2)nnc1-c1cccs1
    .	-7%	12%	-7%	6%	-5%	-23%	2.1%	-19%
- Cc1ccc(CN2C(=O)C(=O)c3cc(Br)cc(C)c32)cc1
    1%	?	14µM*	-11%	-11%	?	?	0.6%	9%
- CCN(CC)c1ccc(NC(=O)c2cccnc2)c(C)c1
    ?	1%	-6%	-22%	-5%[57.1 µM]	-6%	19%	-2.3%	1%
- COc1ccc(OCC#CCN2CC(C)OC(C)C2)cc1 (stereo not given)
    15%	-21%	-17%	1%	-2%	-1%	-5%	1.2%	16µM*
- c1cncc(-c2ccc3ncnc(NCc4ccc5c(c4)OCO5)c3c2)c1
    1%	.	-9%	-11%	9%[57.1 µM]	.	5%	3.5%	6%[57.1 µM]
- O=C(Cc1ccc(F)cc1)Nc1cccc(S(=O)(=O)N2CCCC2)c1
    -4%	-17%	5%	-3%	-7%[57.1 µM]	0%	-23%	0.4%	10%
- O=C(NCc1ccc2c(c1)OCO2)C(c1ccco1)N(C(=O)c1csnn1)c1ccccc1 (stereo not given)
    -6%	-13%	-4%	1%	-6%	0%	13%	0.4%	-6%
- Cc1ccc(NC(=O)N2CCC(c3ccccc3)C2)cc1C (stereo not given)
    7%&-3%	-6%&-26%	0%&4%	-9%&0%	-6%	13%&4%	18%&0%	-0.6%&-1.3%	8%
- COc1ccc(S(=O)(=O)N2CCc3ccccc32)cc1C(=O)NCC(c1ccco1)N1CCCC1 (stereo not given)
    -6%	-7%	-2%	-2%	4%	-6%	-15%	.	21%
- Cc1ccccc1C(=O)NC(=S)NC1CC1
    -5%	-14%	13%	1%	8%	0%	-28%	-1.9%	?
- O=C(c1cc2c(s1)CCCC2)N1CCN(S(=O)(=O)c2ccccc2)CC1
    -8%	1%	-18%&-4%	0%	-9%	2%	2%	3.3%	-3%
- Cc1nc(CNC(=O)CC2C(=O)NCCN2Cc2ccc(F)cc2)cs1 (stereo not given)
    1%	-20%	0%	-1%	2%	10%	-16%	2.5%	-28%
- Cc1cc(NC(=O)CCCC(=O)N(c2ccccc2)C(C(=O)NC2CCCCC2)c2cccs2)no1 (stereo not given)
    5%	-13%	-6%	-6%	2%	?	-18%	0.3%	0%
- CN(C)S(=O)(=O)c1cc(NC(=O)COC(=O)CC2CC3CCC2C3)ccc1Cl (stereo not given)
    -12%	?	-16%	1%	-10%	-3%	-8%	.	24%
- Cc1ccc(C(=O)n2nc(-c3ccco3)nc2N)cc1
    -9%	4%	50%[activator]	0%	28%	-2%	3%	1.4%	?
- Cc1nc(-c2ccccc2)sc1CCNS(=O)(=O)c1ccccc1
    0%	-31%	-2%	-1%	5%[57.1 µM]	-1%	-10%	0.0%	28%[57.1 µM]
- CC(=O)NNc1ccc(C(F)(F)F)cc1[N+](=O)[O-]
    0%	-7%	-19%	2%	-11%	3%	5%	1.8%	7%
- Cc1cccc2cc(COC(=O)C3CCCO3)c(=O)[nH]c12 (stereo not given)
    2%	-13%	467%[activator]	-3%	3%	-1%	-12%	6.9%	6%
- O=C(c1ccccc1)N1CCN(S(=O)(=O)c2ccc(Cl)c(C(F)(F)F)c2)CC1
    -4%	-3%	-15%	-8%	-12%	5%	-13%	-0.9%	-11%
- COc1cc(N2CCCC2)c(OC)cc1C=O
    -2%	-16%	-5%	0%	-6%	-2%	-12%[56.9 µM]	-3.8%	11%
- COc1ccc(NC(=O)c2cc3c([nH]c4ccccc43)c(C)n2)cc1
    0%	-11%	-8%	-7%	-4%	0%	3%	19%	14%
- CCCc1cc(-c2n[nH]c(C(=O)OCC)c2-c2cscn2)c(O)cc1O
    -4%	-11%	1%	-4%	3%	6%	1%	-0.1%	9%
- O=C(c1ccc(OC2CCN(Cc3cccc(F)c3)CC2)cc1)N1CCCCC1
    -8%	-12%	-29%	0%	3%	6%	25%	4.3%	-1%
- Cc1ccc(CNC(=S)N2CCOCC2)cc1
    -1%	-14%	-1%	0%	-9%	-3%	-10%	1.5%	-7%
- O=C(CSc1ncnc2c1oc1ccccc12)N1CCN(c2ccccc2)CC1
    -1%	-20%	-3%	1%	-4%	6%	-44%	.	-6%
- Cc1ccc(Nc2nc(C)nc3c2oc2ccccc23)cc1
    -1%	-13%	191%[activator]	-1%	3%[57.1 µM]	9%	-6%	0.0%	20%[57.1 µM]
- c1ccc2[nH]c(CN3CCOCC3)nc2c1
    -9%	-14%	-22%	-7%	18%	2%	3%	2.3%	23%

A portion of the library; count on the stated rates, not on these rows.
